# USP7 block: inhibitors of human USP7 deubiquitinase. Q93009. purified USP7, Ub-rhodamine cleavage fluorescence. inhibition, % at 20 µM. 0.3% of 47,000 active. AID 1645854
# Target sequence (Q93009 whole entry, looked up): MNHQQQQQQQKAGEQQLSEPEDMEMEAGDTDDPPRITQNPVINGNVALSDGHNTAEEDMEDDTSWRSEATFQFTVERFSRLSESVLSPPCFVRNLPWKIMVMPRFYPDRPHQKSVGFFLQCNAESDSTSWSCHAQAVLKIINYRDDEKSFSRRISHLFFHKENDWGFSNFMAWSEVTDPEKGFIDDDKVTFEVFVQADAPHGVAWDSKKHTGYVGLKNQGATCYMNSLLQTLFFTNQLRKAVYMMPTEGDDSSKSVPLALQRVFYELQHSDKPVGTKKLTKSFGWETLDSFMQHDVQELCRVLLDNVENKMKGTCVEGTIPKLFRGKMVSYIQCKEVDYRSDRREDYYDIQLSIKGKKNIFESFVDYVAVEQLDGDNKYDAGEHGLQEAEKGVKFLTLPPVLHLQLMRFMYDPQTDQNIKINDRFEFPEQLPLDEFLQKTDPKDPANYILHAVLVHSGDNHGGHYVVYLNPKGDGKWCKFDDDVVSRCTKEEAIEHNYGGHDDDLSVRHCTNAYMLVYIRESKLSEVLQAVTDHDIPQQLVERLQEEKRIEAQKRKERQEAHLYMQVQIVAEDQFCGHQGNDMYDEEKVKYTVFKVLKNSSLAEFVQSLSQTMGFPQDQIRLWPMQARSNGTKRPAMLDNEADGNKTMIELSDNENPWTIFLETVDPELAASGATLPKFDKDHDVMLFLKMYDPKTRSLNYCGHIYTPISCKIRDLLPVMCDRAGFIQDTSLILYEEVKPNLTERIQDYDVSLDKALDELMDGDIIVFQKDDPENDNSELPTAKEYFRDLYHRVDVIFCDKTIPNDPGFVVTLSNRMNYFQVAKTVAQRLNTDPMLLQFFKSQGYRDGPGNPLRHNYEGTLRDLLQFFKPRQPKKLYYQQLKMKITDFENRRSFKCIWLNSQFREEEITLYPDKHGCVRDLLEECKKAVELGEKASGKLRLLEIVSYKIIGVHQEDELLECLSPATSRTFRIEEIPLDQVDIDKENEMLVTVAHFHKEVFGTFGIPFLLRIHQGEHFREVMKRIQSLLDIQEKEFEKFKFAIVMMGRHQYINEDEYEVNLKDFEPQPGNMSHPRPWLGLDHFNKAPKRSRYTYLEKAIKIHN
# USP10 inh: human USP10 deubiquitinase inhibition | 1.1% of 47,000 active | inhibition, % at 20 µM | Q14694 | purified USP10, Ub-rhodamine fluorescence, 60 min
# UCHL1 block: inhibitors of human UCHL1 deubiquitinase; 0.2% of 47,000 active; P09936; inhibition, % at 20 µM; purified UCHL1, Ub-rhodamine cleavage fluorescence; AID 1645859
# USP30 block: inhibitors of human USP30 deubiquitinase; Q70CQ3; purified USP30, Ub-rhodamine cleavage fluorescence; inhibition, % at 25 µM; 5.3% of 47,000 active; AID 1645860
# OTUD3 block: inhibitors of human OTUD3 deubiquitinase. Q5T2D3. purified OTUD3, Ub-rhodamine fluorescence, 2 h. inhibition, % at 25 µM. 0.7% of 47,000 active. AID 1645858
# USP28 block: human USP28 deubiquitinase inhibition. purified USP28, Ub-rhodamine cleavage fluorescence, 30 min. inhibition, % at 25 µM. 3% of 47,000 active. AID 1645857
# USP17 inh: blocks human USP17 ubiquitin-rhodamine cleavage; A8MUK1; purified USP17, Ub-rhodamine cleavage fluorescence, 3 h; inhibition, % at 50 µM; 6.5% of 47,000 active
# USP8 inh: human USP8 deubiquitinase inhibition; purified USP8, Ub-rhodamine cleavage fluorescence, 30 min; P40818; AID 1645853; 4.2% of 47,000 active; inhibition, % at 20 µM
# Numbers without * were called inactive; / = not tested or not shown. No stated cut-off is given here; in the data, active means inhibition above about 30%; inactive means the rest.
item | USP7 block | USP10 inh | UCHL1 block | USP30 block | OTUD3 block | USP28 block | USP17 inh | USP8 inh | canonical_smiles
1 | 0 | 18 | 1 | 0 | 5 | 4 | 62* | 22 | COc1cccc(NC(=O)Cc2sc(Nc3cc(C)cc(C)c3)nc2O)c1
2 | -14 | -4 | -9 | -256 | -50 | -39 | -57 | -47 | c1ccc2oc(-c3csc(-c4ccc5c(c4)OCCO5)n3)cc2c1
3 | -5 | 0 | -4 | -1 | 1 | -10 | -5 | -1 | O=C(c1nc(-c2ccccc2)c2c(c1-c1ccccc1)CCC2)N1CCCCC1
4 | 4 | 0 | 0 | -5 | 9 | -5 | -1 | -32 | CCN(CC)C(=O)c1nc2c(s1)CCN(C(=O)c1cnc(C)cn1)CC2
5 | 2 | 0 | -2 | -18 | -7 | -15 | -5 | -14 | O=C(C1CCN(c2nc3ccc(-c4cncnc4)nc3s2)CC1)N1CCCC1
6 | -6 | -6 | -14 | -143 | -52 | -63 | -60 | -41 | CC1(C)CC(Nc2nc(NCCO)c3ccccc3n2)CC(C)(C)N1
7 | -2 | -3 | 2 | -39 | -12 | -27 | -22 | -13 | Nc1cc(C2CCN(S(=O)(=O)c3ccc(Cl)cc3)CC2)no1
8 | -5 | -1 | -4 | 8 | 1 | -4 | 6 | 0 | Cc1cccc(NC(=O)C2CCCN(S(=O)(=O)c3cccnc3)C2)c1C (centres undefined)
9 | -10 | 0 | 1 | 4 | -2 | 0 | -3 | -6 | COc1ccc(C(=O)Nc2c(C(=O)N3CCOCC3)oc3ccccc23)cc1
10 | 1 | -4 | 1 | 2 | 2 | 4 | -1 | 2 | CCN1CCN(c2ccc(-c3ccc(C)c(S(=O)(=O)N4CCCC4)c3)nn2)CC1
11 | -6 | 0 | -1 | 9 | -19 | -2 | -2 | -3 | O=C(Cn1cnc2c(nnn2Cc2ccc(F)cc2)c1=O)NCC1CCCO1 (centres undefined)
12 | 3 | -1 | 0 | 1 | 1 | 0 | 2 | 10 | CN(C)[C@@H]1[C@@H](O)[C@H](Oc2cccc(F)c2)C[C@H]1NC(=O)C1CCOCC1
13 | 0 | 4 | 0 | 2 | 0 | 11 | 5 | -11 | O=C(O)C1CCN(C(=O)[C@H](Cc2ccccc2)NC(=O)N2CCn3c2nc2ccccc23)CC1
14 | -16 | -5 | -13 | / | 2 | / | -33 | -48 | O=C1CNc2ccc(C(=O)NCCC3=CCCCC3)cc2N1
15 | 8 | 3 | 4 | 20 | 14 | 11 | 22 | 28 | CCCCc1nc(SCC(=O)Nc2ccc(Br)cc2)c2c3c(sc2n1)COC(C)(C)C3
16 | 0 | 0 | -3 | -4 | 0 | -6 | -2 | 0 | NC(=O)C1CCN(c2oc(-c3ccco3)nc2S(=O)(=O)c2ccc(Cl)cc2)CC1
17 | -3 | 0 | -1 | -6 | 2 | -7 | / | 5 | Cc1ccc(C(=O)N(Cc2cc3cc(C)ccc3[nH]c2=O)CC2COCCO2)cc1 (centres undefined)
18 | 0 | -2 | -4 | 0 | -4 | -2 | -1 | -12 | CCN1C[C@@]23CN(C(=O)c4cc(C)on4)C[C@@H](C[C@@H]2S1(=O)=O)O3
19 | -5 | -9 | -4 | -51 | -18 | -23 | -45 | -168 | Cc1cnc(CN2CCCC2c2noc(C3CC3)n2)cn1 (centres undefined)
20 | -4 | -1 | 0 | 19 | 4 | -6 | 8 | -25 | COc1ccc(NC(=O)CN(c2cc(C)cc(C)c2)S(=O)(=O)c2c(C)noc2C)cc1OC
21 | -8 | 1 | 1 | 14 | 12 | 11 | 1 | 13 | Cc1ccccc1CN1C(=O)C2(CC(=O)Nc3[nH]ncc32)c2ccccc21 (centres undefined)
22 | -6 | 8 | 5 | 14 | 18 | 17 | 29 | 19 | COc1ccccc1Cc1nnc(-c2cnc3onc(C4CCCC4)c3c2)o1
23 | -3 | 2 | -3 | -8 | 0 | -4 | -11 | -83 | COc1ccc2ccccc2c1S(=O)N1CCN(c2ccccn2)CC1 (centres undefined)
24 | 7 | 4 | 0 | 15 | 2 | -3 | 34* | -1 | Cc1ccc(Cn2nnc3c(=O)n(Cc4nc(-c5ccc(C)cc5)no4)cnc32)cc1
25 | -10 | 0 | -1 | -4 | -3 | 2 | -6 | -4 | CC(C)CN1Cc2c(C(=O)N3CC=CC3)ncn2-c2ccccc2S1(=O)=O
26 | 2 | 1 | 1 | / | -1 | / | -46 | 2 | C=C1C=C(NCCOC)n2nc3nc(C)cc(C)c3c2N1
27 | 4 | 1 | 3 | 24 | 12 | 11 | 11 | 22 | O=C(Nc1cccc(-c2noc(C3CC3)n2)c1)c1ccc2c(c1)OCO2
28 | 10 | 3 | 6 | -21 | -2 | -3 | 2 | 0 | COc1cccc(N2CCN(C(=O)CCc3c(C)c4c(C)nn(-c5ccccc5)c4n(C)c3=O)CC2)c1
29 | -45 | 3 | -2 | 1 | -3 | -4 | 7 | 12 | CC(NC(=O)CCC(=O)N1CCc2c(c(C(=O)N3CCCC3)nn2C)C1)c1ccccc1 (centres undefined)
30 | -1 | -2 | -2 | 32* | 7 | 12 | 19 | 1 | CCN1CCN(c2ccc(NC(=O)COc3cccc(C)c3)cc2)CC1
31 | -2 | -5 | -1 | 4 | -7 | -8 | 0 | -21 | CC(C)(C)c1ccc(C(=O)N2CCC3(CC2)N=C(c2ccc(Cl)cc2)C(=O)N3)cc1
32 | -9 | 0 | 7 | 1 | 6 | 6 | 0 | 8 | O=C(Nc1ccc(F)cc1F)C(Cc1c[nH]c2ccccc12)N1CCS(=O)(=O)CC1 (centres undefined)
33 | 18 | 12 | 7 | 18 | 19 | 5 | 8 | 15 | CC(C)(C)c1ccc(/C=C/C(=O)N(Cc2ccccc2)c2ccccn2)cc1
34 | 2 | 1 | 0 | -8 | -3 | -7 | -6 | 1 | O=C(Nc1ccc2c(N3CCOCC3)ncnc2c1)c1ccc(F)cc1
35 | 7 | 32* | 4 | 39* | 5 | 27 | 10 | 16 | O=c1[nH]c(C2CCN(S(=O)(=O)c3ccccc3)CC2)nc2c1nnn2Cc1c(Cl)cccc1Cl
36 | -6 | -5 | -4 | -3 | 6 | 8 | -11 | 0 | Cc1ccc(Cl)cc1N1CCN(C(=O)CNS(=O)(=O)c2cccs2)CC1
37 | 1 | -1 | 1 | 3 | 7 | 9 | -3 | -200 | COc1ccc(-n2c(COc3cccc4c3OC(C)(C)C4)nc3ccccc32)cc1
38 | -9 | -6 | -5 | -80 | -2 | -13 | -37 | -16 | CCc1ccc(CN2Cc3ccnn3CC(c3nc(C)no3)C2)o1 (centres undefined)
39 | 4 | 25 | 2 | 22 | -27 | 32* | 40* | 60* | Cc1c(C#N)c2ccccc2n1CC(=O)NCc1ccc2c(c1)OCO2
40 | -5 | 0 | -4 | 7 | -5 | 3 | 0 | 18 | O=C(CCc1nnc2ccc(N3CCOCC3)nn12)N1CCC(Cc2ccccc2)CC1

# Part of the list above, in transposed form:
20: COc1ccc(NC(=O)CN(c2cc(C)cc(C)c2)S(=O)(=O)c2c(C)noc2C)cc1OC
21: Cc1ccccc1CN1C(=O)C2(CC(=O)Nc3[nH]ncc32)c2ccccc21 (centres undefined)
22: COc1ccccc1Cc1nnc(-c2cnc3onc(C4CCCC4)c3c2)o1
23: COc1ccc2ccccc2c1S(=O)N1CCN(c2ccccn2)CC1 (centres undefined)
24: Cc1ccc(Cn2nnc3c(=O)n(Cc4nc(-c5ccc(C)cc5)no4)cnc32)cc1
25: CC(C)CN1Cc2c(C(=O)N3CC=CC3)ncn2-c2ccccc2S1(=O)=O
26: C=C1C=C(NCCOC)n2nc3nc(C)cc(C)c3c2N1
27: O=C(Nc1cccc(-c2noc(C3CC3)n2)c1)c1ccc2c(c1)OCO2
28: COc1cccc(N2CCN(C(=O)CCc3c(C)c4c(C)nn(-c5ccccc5)c4n(C)c3=O)CC2)c1
29: CC(NC(=O)CCC(=O)N1CCc2c(c(C(=O)N3CCCC3)nn2C)C1)c1ccccc1 (centres undefined)

entry no.,20,21,22,23,24,25,26,27,28,29
USP7 block,-4,-8,-6,-3,7,-10,2,4,10,-45
USP10 inh,-1,1,8,2,4,0,1,1,3,3
UCHL1 block,0,1,5,-3,0,-1,1,3,6,-2
USP30 block,19,14,14,-8,15,-4,/,24,-21,1
OTUD3 block,4,12,18,0,2,-3,-1,12,-2,-3
USP28 block,-6,11,17,-4,-3,2,/,11,-3,-4
USP17 inh,8,1,29,-11,34*,-6,-46,11,2,7
USP8 inh,-25,13,19,-83,-1,-4,2,22,0,12

30: CCN1CCN(c2ccc(NC(=O)COc3cccc(C)c3)cc2)CC1
31: CC(C)(C)c1ccc(C(=O)N2CCC3(CC2)N=C(c2ccc(Cl)cc2)C(=O)N3)cc1
32: O=C(Nc1ccc(F)cc1F)C(Cc1c[nH]c2ccccc12)N1CCS(=O)(=O)CC1 (centres undefined)
33: CC(C)(C)c1ccc(/C=C/C(=O)N(Cc2ccccc2)c2ccccn2)cc1
34: O=C(Nc1ccc2c(N3CCOCC3)ncnc2c1)c1ccc(F)cc1
35: O=c1[nH]c(C2CCN(S(=O)(=O)c3ccccc3)CC2)nc2c1nnn2Cc1c(Cl)cccc1Cl
36: Cc1ccc(Cl)cc1N1CCN(C(=O)CNS(=O)(=O)c2cccs2)CC1
37: COc1ccc(-n2c(COc3cccc4c3OC(C)(C)C4)nc3ccccc32)cc1
38: CCc1ccc(CN2Cc3ccnn3CC(c3nc(C)no3)C2)o1 (centres undefined)
39: Cc1c(C#N)c2ccccc2n1CC(=O)NCc1ccc2c(c1)OCO2

entry no.,30,31,32,33,34,35,36,37,38,39
USP7 block,-1,-2,-9,18,2,7,-6,1,-9,4
USP10 inh,-2,-5,0,12,1,32*,-5,-1,-6,25
UCHL1 block,-2,-1,7,7,0,4,-4,1,-5,2
USP30 block,32*,4,1,18,-8,39*,-3,3,-80,22
OTUD3 block,7,-7,6,19,-3,5,6,7,-2,-27
USP28 block,12,-8,6,5,-7,27,8,9,-13,32*
USP17 inh,19,0,0,8,-6,10,-11,-3,-37,40*
USP8 inh,1,-21,8,15,1,16,0,-200,-16,60*

40: O=C(CCc1nnc2ccc(N3CCOCC3)nn12)N1CCC(Cc2ccccc2)CC1

entry no.,40
USP7 block,-5
USP10 inh,0
UCHL1 block,-4
USP30 block,7
OTUD3 block,-5
USP28 block,3
USP17 inh,0
USP8 inh,18

# Next section.
item | USP7 block | USP10 inh | UCHL1 block | USP30 block | OTUD3 block | USP28 block | USP17 inh | USP8 inh | canonical_smiles
41 | -7 | -3 | 2 | -37 | -5 | -4 | 14 | 4 | CC1CCN(C(=O)CSc2nnc(Cc3cccn3C)n2-c2ccc(Cl)cc2)CC1
42 | 2 | 1 | 2 | 3 | -4 | -8 | -8 | 1 | O=C(NCCc1ccccc1)N1C[C@H]2C[C@H]3[C@](C1)(CN(Cc1ccncc1)S3(=O)=O)O2
43 | 2 | -2 | -1 | -25 | -12 | -4 | 57* | -1 | Cc1ccc2nc(NC(=O)CSc3nnc(-c4ccncc4)n3C3CC3)sc2c1
44 | -8 | -5 | -2 | -161 | -40 | -13 | -4 | 12 | CCCN1C(=O)c2ccc(-c3ccco3)n2CC1(C)C(=O)NC1CCCCCC1 (centres undefined)
45 | 2 | 0 | 2 | 9 | 5 | 8 | 2 | 2 | CCN(CC(O)c1cccc(O)c1)C(=O)c1cc(=O)c2ccccc2o1 (centres undefined)
46 | 3 | 1 | 0 | -15 | 6 | 6 | 1 | 14 | COc1cc(C2CCN(C(=O)Nc3cccc(C)c3)CC2)on1
47 | 0 | -1 | -2 | -18 | -8 | -15 | -8 | 0 | CN1CCc2nnc(C3CCN(S(=O)(=O)c4ccccc4)CC3)n2CC1
48 | -14 | -5 | 5 | 8 | 4 | 7 | 1 | 19 | Cc1cccc(CS(=O)(=O)c2cn(CC(=O)N3CCCCC3)c3ccccc23)c1
49 | -11 | -4 | -11 | -151 | -52 | -42 | 0 | -20 | CC(=O)c1ccc(NC(=O)CCCN2C(=O)COc3ccc(C)cc32)cc1
50 | 4 | 1 | 0 | 11 | 16 | 14 | 8 | 10 | COc1ccc(-c2cnc(N)nc2C2CCCN(C(=O)c3cccnc3)C2)cc1 (centres undefined)
51 | 1 | -4 | -3 | -12 | 1 | -3 | -5 | -6 | O=C(CCn1cnc2ccccc21)N1CCOC(c2cnccn2)C1 (centres undefined)
52 | -13 | -8 | -1 | -122 | -16 | -38 | -37 | -5 | CCCSc1nc(NCC2CCCO2)c2c3c(sc2n1)COC(C)(C)C3 (centres undefined)
53 | 0 | 0 | -4 | -7 | -2 | 3 | 4 | -1 | Cn1c(CCc2ccccc2NS(=O)(=O)c2cccc(C#N)c2)nc2ccccc21
54 | 0 | -2 | -1 | 1 | -3 | -1 | -2 | -5 | O=C(CCCN1C(=O)c2cccnc2Sc2ccccc21)Nc1ccccc1Cl
55 | 11 | 4 | 5 | 27 | 6 | 13 | 5 | 7 | O=C(N[C@@H]1CC[C@H](O)[C@H](O)[C@H]1N1CCN(c2ccccc2)CC1)c1ccccc1
